ROMK mod = human ROMK K+ channel modulation, primary screen | Tet-inducible ROMK, thallium flux fluorescence; actives lie on both sides | B-score at 10 µM | hit rate 2% among 130,000 | AID 1918;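 active means signal ratio slope over the read window, or its plate-corrected B-score, at least 3 SD from the plate mean, either direction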;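 further: B-score of the F/F0 ratio slope over 7 to 12 s after thallium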
Target sequence (P48048 whole entry, looked up): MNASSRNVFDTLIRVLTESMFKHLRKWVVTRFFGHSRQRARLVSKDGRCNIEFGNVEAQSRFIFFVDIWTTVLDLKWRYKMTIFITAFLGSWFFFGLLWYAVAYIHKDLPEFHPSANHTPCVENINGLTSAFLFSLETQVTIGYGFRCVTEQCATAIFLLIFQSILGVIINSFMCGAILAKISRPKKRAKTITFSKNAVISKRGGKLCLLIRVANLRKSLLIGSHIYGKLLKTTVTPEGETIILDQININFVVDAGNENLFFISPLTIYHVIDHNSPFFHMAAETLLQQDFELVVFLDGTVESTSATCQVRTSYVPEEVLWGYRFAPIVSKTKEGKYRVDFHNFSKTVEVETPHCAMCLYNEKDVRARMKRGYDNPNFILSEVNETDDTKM
S1P3 antagonist = blocks the human S1P3 receptor; CHO S1P3 NFAT-BLA reporter, FRET fluorescence, antagonist mode; Q99500; hit rate 0.27% among 170,000; inhibition, % at 4.98 µM;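 active means inhibition above the plate cutoff, the mean inhibition of test wells on that plate plus 3 SD, cut at about 28% in these data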;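 further: cells challenged with S1P at its EC80 of 0.8 µM; blue over green emission ratio from cleaved BLA substrate after 4 h stimulation; 0% = S1P-stimulated wells and 100% = unstimulated DMSO-only wells; some compounds past the cut are filed as inactive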
Target sequence (Q99500 whole entry, looked up): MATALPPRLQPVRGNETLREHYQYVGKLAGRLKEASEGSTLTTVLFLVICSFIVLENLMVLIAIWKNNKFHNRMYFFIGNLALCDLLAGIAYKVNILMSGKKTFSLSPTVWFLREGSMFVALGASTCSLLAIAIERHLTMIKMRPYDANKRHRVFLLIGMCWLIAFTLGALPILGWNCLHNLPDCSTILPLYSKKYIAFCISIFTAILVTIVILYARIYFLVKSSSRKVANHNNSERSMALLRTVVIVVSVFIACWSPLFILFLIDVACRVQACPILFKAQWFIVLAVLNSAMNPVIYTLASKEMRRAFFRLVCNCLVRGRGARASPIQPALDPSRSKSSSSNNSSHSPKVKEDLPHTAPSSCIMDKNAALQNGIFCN
* = called active by the depositor. The list is partial; rates above refer to the full screens.

Structure | ROMK mod | S1P3 antagonist
O=C1CCCc2c1nc(-c1ccc([N+](=O)[O-])cc1)n2O | -0.501 | -12.2
CCOC(=O)C(CC(=O)O)NCc1ccco1 (stereo not given) | -0.73 | 11.9
COc1ccc2nc(/C=N/NC(=O)CCNC(=O)OC(C)(C)C)ccc2c1 | 1.59 | 12.7
COC(=O)N/N=C/c1ccccc1OCCOc1ccc(OC)cc1 | 1.38 | -0.3
CC(C)(C)c1cc[n+](C2=C([O-])c3ccccc3C(=O)/C2=N\S(=O)(=O)c2ccccc2)cc1 | -0.475 | -1.1
CC1CCN(c2c(NCC3CCC(C(=O)NCCC4=CCCCC4)CC3)c(=O)c2=O)CC1 (stereo not given) | -0.305 | -7.1
O=C(N/N=C/c1cc(Br)ccc1O)c1ccncc1 | -0.417 | 14.1
CCCC(=O)Nc1nc2c(C)c(Cl)ccc2s1 | 1.99 | -0.9
Cc1ccc(CNC(=O)C2CCC(CNc3c(N4CCC(C)CC4)c(=O)c3=O)CC2)cc1 (stereo not given) | -0.834 | -13.2
CCOC(=O)N1CCc2c(sc3[nH]c(=S)[nH]c(=S)c23)C1 | 0.526 | -3.3
Cc1cc([N+](=O)[O-])cc(/C=N\NC(=O)C2COc3ccccc3O2)c1O (stereo not given) | 1.21 | 8.2
Cc1cc(/C=C2\SC(=S)N(C)C2=O)c(C)n1-c1cccc(O)c1 | -1.76 | -16.6

Filtered by structure, the entries above with a tert-butyl group (two)
Structure | ROMK mod | S1P3 antagonist
COc1ccc2nc(/C=N/NC(=O)CCNC(=O)OC(C)(C)C)ccc2c1 | 1.59 | 12.7
CC(C)(C)c1cc[n+](C2=C([O-])c3ccccc3C(=O)/C2=N\S(=O)(=O)c2ccccc2)cc1 | -0.475 | -1.1

(cont.)
Structure | ROMK mod | S1P3 antagonist
CCOc1c(N2CCOCC2)c(=O)c1=O | 0.175 | -18.2
Cc1cc(Cc2ccc(N)c(C)c2)ccc1N | 0.714 | -3.0
Cc1ccccc1Nc1cc(C(=O)NCC2CCCO2)c2ccccc2n1 (stereo not given) | 0.112 | -18.9
Nc1nc(NCc2ccco2)nc(N2CCOCC2)c1[N+](=O)[O-] | -0.81 | 7.8
Cc1cccnc1NC(=O)c1csnn1 | 0.114 | 7.5
O=C(CNC(=O)C(c1ccccc1)c1ccccc1)N/N=C\c1cccc(O)c1 | 0.419 | 5.4
Nc1c(C(=O)N/N=C/c2ccc(Cl)cc2)cnn1-c1ccccc1 | -1.62 | 0.0
O=C(Nc1ccc2c(c1)OCCO2)c1cccnc1Oc1ccc(Cl)cc1 | 0.0573 | 3.9
Cc1nc(C(=O)NNC(=O)c2ccc(C(F)(F)F)cc2)cs1 | 0.735 | 14.5
CCOc1ccc(N2C(=O)CC(N(CCc3ccc(S(N)(=O)=O)cc3)C(C)=O)C2=O)cc1 (stereo not given) | 0.0959 | -3.9
COc1cc(NC2c3ccccc3C(=O)N2Cc2ccccc2Cl)cc(OC)c1OC (stereo not given) | 0.665 | -11.8
CN(C)CCCNc1oc(/C=C/c2ccccc2)nc1C#N | -0.81 | -18.4

Continued.
Structure | ROMK mod | S1P3 antagonist
COc1ccc(NC(=O)Nc2nnc(C(C)(C)C)s2)cc1 | -0.00463 | 3.9
CC(C)Cc1nc2sc3c(c2c(=O)n1N)CC(C)(C)OC3 | 0 | 1.4
CCC(C)C(NC(N)=O)C(=O)Nc1ccc(OCc2ccccc2)cc1 (stereo not given) | 0.904 | -4.1
CSc1nnc(CCNC(=O)OC(C)(C)C)o1 | 0.296 | -5.1
Cc1ccn2cc(CNS(=O)(=O)c3cccs3)nc2c1 | -1.55 | 3.3
Cc1nc(-c2ccccn2)nc(SCC(=O)N2CCOCC2)c1Cl | 0.62 | 2.6
O=c1nc(Nc2ccccc2)oc2ccccc12 | 0.381 | 0.1
C=CCNC(=S)/N=c1/ccccn1CCC | 1.04 | -3.2
COc1ccc(/C=N/NC(=O)c2ccccc2O)cc1Cn1cc([N+](=O)[O-])cn1 | -0.0361 | -5.0
O=C(Nc1cccc(-c2nc3ccccc3[nH]2)c1)c1ccc(C(=O)Nc2cccc(-c3nc4ccccc4[nH]3)c2)cc1 | -0.839 | -3.3
O=C(Nc1nc2c(Br)cc(Br)cc2c(=O)s1)C1CCC1 | 1.35 | 7.7
O=C(NCc1nc(-c2ccc(C(F)(F)F)cc2)no1)Nc1ccc(F)cc1F | 0.0238 | 10.6

Record cards, as listed above. Screens in order: ROMK mod	S1P3 antagonist
Entry for C=CCNC(=S)/N=c1/ccccn1CCC : 1.04	-3.2
Entry for CC(C)Cc1nc2sc3c(c2c(=O)n1N)CC(C)(C)OC3 : 0	1.4
Entry for O=C(NCc1nc(-c2ccc(C(F)(F)F)cc2)no1)Nc1ccc(F)cc1F : 0.0238	10.6

(continued)
Structure | ROMK mod | S1P3 antagonist
CCOC(=O)c1cc(-c2ccc(OC)cc2)n[nH]1 | 0.595 | -6.2
O=S(=O)(CCc1ccncc1)Cc1ccc2c3c(cccc13)CC2 | -1.05 | 2.0
Cc1cc2c(c(=O)o1)C(c1ccc([N+](=O)[O-])o1)C(C#N)=C(N)O2 (stereo not given) | -0.00956 | -3.6
CCOC(=O)C(=CNc1cc(C)ccc1-n1cccc1)C(=O)OCC | -0.227 | -9.9
O=C(O)/C=C/C(=O)Nc1ccc(-n2ccc(C(F)(F)F)n2)cc1 | 1.34 | 13.0
S=c1[nH]nc(-c2cccs2)n1/N=C/c1cn(-c2ccccc2)nc1-c1ccc(Cl)cc1 | 0.421 | 16.0
Cc1cc(NC(=O)CSc2nnc(-c3ccc(O)cc3)o2)no1 | 0.0208 | -8.0
CC(C)n1nc(C(=O)N2CCN(S(=O)(=O)c3cccs3)CC2)c2ccccc2c1=O | -0.115 | 4.8
N#CCC(=O)NNc1c([N+](=O)[O-])cc(C(F)(F)F)cc1[N+](=O)[O-] | 1.77 | -7.0
CC(C)(C)NC(=O)N1CCN(c2nc(-c3ccccc3)ns2)CC1 | -0.0264 | -5.6
CN(C)CCOC(=O)c1ccc2[nH]c3c(c2c1)CSCC3 | -0.184 | -35.3
O=C(c1ccccc1)c1cnc[nH]1 | -0.575 | -5.7

Fetched one by one from the list above, 3 records:
Structure | ROMK mod | S1P3 antagonist
Cc1cc2c(c(=O)o1)C(c1ccc([N+](=O)[O-])o1)C(C#N)=C(N)O2 (stereo not given) | -0.00956 | -3.6
S=c1[nH]nc(-c2cccs2)n1/N=C/c1cn(-c2ccccc2)nc1-c1ccc(Cl)cc1 | 0.421 | 16.0
CC(C)n1nc(C(=O)N2CCN(S(=O)(=O)c3cccs3)CC2)c2ccccc2c1=O | -0.115 | 4.8

Carrying on.
Structure | ROMK mod | S1P3 antagonist
CCNc1nc(NCC)nc(N(C#N)C(C)C)n1 | -0.558 | 6.6
O=S(=O)(Nc1ccc(OC(F)(F)F)cc1)c1cccc2nonc12 | 0.0717 | -1.8
CSc1sc(C(=O)Nc2ccc(F)cc2F)c2c1C=CCC2 | 0.579 | -5.2
O=C(Nc1ccccc1)O/N=C1/CCCc2occc21 | -1.4 | -3.8
CCO/C=C1\SC(=S)N(c2ccc(Cl)cc2)C1=O | -1.55 | -3.1
CC(=O)NCC(O)c1ccc([N+](=O)[O-])cc1 (stereo not given) | -1.02 | -2.3
CCOc1ccccc1NS(=O)(=O)c1cn(C)c(=O)n(C)c1=O | -0.316 | 2.3
COc1ccccc1/C=C/C=N/NC(=O)CC1C(=O)NN=C1C (stereo not given) | -11.3* | 4.1
CSc1ccc(C2CC(=O)Nc3c2c(=O)n(C)c(=O)n3C)cc1 (stereo not given) | -0.155 | -29.9
CCCN(CCC)C(=O)C1CCCN1S(=O)(=O)c1cccc2nsnc12 (stereo not given) | 0.695 | -21.1
COc1cc(/C=C(/C#N)C(=O)Nc2ccccc2)c(Br)cc1OCc1ccc(C(=O)O)cc1 | -4.97* | 8.6
COc1ccc(CCN2C(=O)CC(N3CCC(C(N)=O)CC3)C2=O)cc1OC (stereo not given) | -0.136 | -15.2

More compounds:
Structure | ROMK mod | S1P3 antagonist
S=C(NC1CCCCC1)N1CCCCC1 | 1.05 | -12.3
COc1ccc(CCNS(=O)(=O)c2cnc(Cl)c(Br)c2)cc1OC | 0.901 | 3.2
Cc1nnc(N/N=C/c2cccs2)[nH]c1=O | 0.0554 | -4.1
NC(=O)COn1c(SCC(N)=O)nc2ccccc2c1=O | -0.305 | -14.7
CCn1nc(C)c(/C=N/NC(=O)Cn2nnnc2N)c1C | -0.017 | 18.6
Cc1[nH]c2ccccc2c1/C=N/Nc1nc2ccccc2[nH]1 | -0.677 | 22.8
O=C(CO/N=C/c1ccc(Cl)cc1Cl)NNC(=O)c1ccc(Cl)cc1Cl | -0.509 | 1.8
C=C(C)CSc1nnc([C@@H]2CCCN2)o1 | -0.295 | -22.0
Cc1cccc(Cl)c1NNC(=O)Nc1c([N+](=O)[O-])c(C)nn1C | 0.466 | 3.8
Cc1ccc(C(=O)N/N=C/c2ccc(-c3cccc(C(F)(F)F)c3)o2)cn1 | 1.08 | 24.6
COc1cccc(OC)c1C(=O)Nc1nc2cc3c(cc2s1)OCO3 | 0.586 | 32.5*
CN1CCC(=C2c3ccccc3C(O)c3ccccc32)CC1 (stereo not given) | -1.03 | 6.1

The list continues:
Order of values: ROMK mod, S1P3 antagonist
- COc1ccc(C)cc1NC(=O)c1ccc(NS(=O)(=O)c2cccc3cccnc23)cc1
  -0.147, -0.3
- CC(=O)C1=C(O)C(=O)N(c2nccs2)C1c1ccccc1F (stereo not given)
  1.31, -0.2
- CSc1nc2nc3c(cc2c(=O)n1-c1ccccc1C)COC(C)(C)C3
  -1.02, 2.3
- O=C(O)CCCC(=O)N1N=C(c2ccccc2)CC1c1cccs1 (stereo not given)
  0.158, 10.4
- CN1C(N)=NC(=O)/C1=C/c1ccc(F)cc1
  -0.77, -1.1
- O=c1nc(SCc2c(F)cccc2Cl)nc(-c2ccccc2)[nH]1
  0.12, -3.0
- O/N=C1\CCCc2c1nc(-c1ccccc1F)n2O
  1.01, -3.9
- CC(C(=O)NCC1CCCO1)N1C(=O)C2C3CC(C(Br)C3Br)C2C1=O (stereo not given)
  0.632, 4.0
- COc1ccccc1OCCNC(=O)C(=O)c1c[nH]c2ccccc12
  -1.13, -1.2
- CCCCCNc1nc2sc3c(c2c(=O)n1-c1cccc(Cl)c1)CCN(C)C3
  0.285, -5.1

New compounds follow:
Order of values: ROMK mod, S1P3 antagonist
- Cn1cccc1/C=C1\SC(=Nc2ccc(O)cc2)NC1=O
  -0.548, 0.4
- CCOC(=O)c1nnn2c1nc(Nc1cccc(C(F)(F)F)c1)c1ccccc12
  -0.324, -17.6
- Nc1nc(Nc2ccc(Cl)cc2)nc(NCc2ccco2)c1[N+](=O)[O-]
  -0.494, -0.9
- COc1ccc(N2C(=O)CC(c3cc(OC)c(OC)c(OC)c3)CC2=O)cc1
  -0.536, 11.9
- CN(NC(=O)c1ccccc1F)c1ccc([N+](=O)[O-])cn1
  -0.891, -6.4
- CCCCCC1CC(CC(=O)Nc2ccc([N+](=O)[O-])cc2)OC1=O (stereo not given)
  -0.973, -1.3
- O=C1CS/C(=N/N=C\c2ccn[nH]2)N1
  0.322, -12.2
- COc1ccc2c(c1OC)C(=O)OC2Nc1nc(-c2cccc([N+](=O)[O-])c2)cs1 (stereo not given)
  -0.678, -6.1
- CN(CC(=O)O)S(=O)(=O)c1ccc2[nH]c(=O)c(=O)[nH]c2c1
  -0.162, -1.1
- O=c1oc2ccccc2nc1/C=C(\O)c1ccccc1
  0.376, -4.4

Remaining list, next part
Order of values: ROMK mod, S1P3 antagonist
- COc1ccc(CN(Cc2cccn2C)S(=O)(=O)c2ccc(F)cc2)cc1
  0.448, 5.0
- COc1ccc2nc(N3C(=O)CNC3=S)sc2c1
  1.22, 3.5
- O=C(NC(=S)Nc1ccccn1)c1ccccc1
  -0.244, -9.6
- CS(=O)(=O)c1ccc2nc(NC(=O)C3=NN(c4ccccc4)C(=O)CC3)sc2c1
  -0.349, 1.7
- COc1ccc(OC)c(NC(=O)c2ccccc2NC(=O)c2ccco2)c1
  2.11, -2.7
- Cc1cc(C)c(NC(N)=S)c(C)c1
  0.000791, -3.5
- CC(C)c1ccc(NC(=S)NC2CC3C=CC2C3)cc1 (stereo not given)
  0.0341, -0.9
- O=C(O)c1ccc(S(=O)(=O)Nc2cccc(CP(=O)(c3ccccc3)c3ccccc3)c2)cc1
  -1.14, -3.5
- Cc1ccc(Oc2ncccc2NC(=O)CCCC(=O)O)c2c1CCC2
  0.614, 9.7
- O=c1cc(N2CCN(c3ccccc3Cl)CC2)[nH]c(=O)n1Cc1ccc(F)cc1
  -0.0588, 4.5

S1P3 antagonist, entries above that show a hit.
Order of values: ROMK mod, S1P3 antagonist
- COc1cccc(OC)c1C(=O)Nc1nc2cc3c(cc2s1)OCO3
  0.586, 32.5*

(more compounds)
Order of values: ROMK mod, S1P3 antagonist
- COC(=O)c1sccc1S(=O)(=O)Nc1ccc(N2CCCCC2)cc1
  -0.188, 10.8
- CCOC(=O)N1CCC(NC(=O)C2=CCN(S(=O)(=O)c3ccccc3)CC2)CC1
  0.147, 0.9
- Cc1noc(C(F)(F)F)c1C(=O)NNC(=O)c1cccc(C(F)(F)F)c1
  -0.00102, -9.8
- CCOC(=O)c1cc(C)nc(Sc2ccc(C)cc2)c1C#N
  0.0274, -8.1
- Cc1cc(C)c2c(N)c(C(=O)N/N=C/c3ccccc3)sc2n1
  0.00837, 21.5
- O=C(CN1CCN(Cc2ccccc2)CC1)N1CCN(c2ccccc2)CC1
  -0.91, 1.1
- O=C(O)c1nccnc1C(=O)NCc1csc2ccc(Cl)cc12
  0.855, -0.6
